Compound activity as filed in PubChem BioAssay.
RGS4 inh: inhibitors of human regulator of G protein signaling 4; P49798; Transcreener GDP fluorescence polarization, RGS4-accelerated GTP hydrolysis; Potency, µM (highest dose often 114 µM), for inactives: at the top dose activity change, negative = inhibition, hits mostly inhibitors; actives 0.039% (n = 390,000); note: % is set by controls: 0 for no effect and ±100 for the full control effect; nearly all actives have a fitted effect of over 75% in size; some results filed as inactive show a strong effect at the top dose
Target sequence (P49798 whole entry, looked up): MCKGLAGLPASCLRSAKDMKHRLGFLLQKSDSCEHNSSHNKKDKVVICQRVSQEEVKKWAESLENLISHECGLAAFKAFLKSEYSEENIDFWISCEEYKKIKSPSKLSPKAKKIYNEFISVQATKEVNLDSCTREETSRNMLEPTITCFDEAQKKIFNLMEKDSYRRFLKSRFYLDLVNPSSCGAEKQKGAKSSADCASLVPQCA
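MLSMR compounds (23 nl, pin-transferred) preincubated 10 min at room temperature with a 500nM (2x) first reagent, then RGS4 at 900nM (2x) plus Transcreener GDP mix added; fluorescence polarization (620/688 nm) read before and after 90 min at 30 °C.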
RXFP1 ag: agonists of human relaxin receptor RXFP1. Potency, µM (series often up to 57.5 µM), for inactives: at the top dose activation, usual class: activators. HEK293T-RXFP1 cAMP TR-FRET, 30 min; response scale: percent of porcine relaxin response, buffer zero. actives 0.3% (n = 370,000). Q9HBX9; note: % is set by controls: 0 for no effect and ±100 for the full control effect; nearly all actives have a fitted effect of over 60% in size; many of its hits are not listed in these tables
Target sequence (Q9HBX9 whole entry, looked up): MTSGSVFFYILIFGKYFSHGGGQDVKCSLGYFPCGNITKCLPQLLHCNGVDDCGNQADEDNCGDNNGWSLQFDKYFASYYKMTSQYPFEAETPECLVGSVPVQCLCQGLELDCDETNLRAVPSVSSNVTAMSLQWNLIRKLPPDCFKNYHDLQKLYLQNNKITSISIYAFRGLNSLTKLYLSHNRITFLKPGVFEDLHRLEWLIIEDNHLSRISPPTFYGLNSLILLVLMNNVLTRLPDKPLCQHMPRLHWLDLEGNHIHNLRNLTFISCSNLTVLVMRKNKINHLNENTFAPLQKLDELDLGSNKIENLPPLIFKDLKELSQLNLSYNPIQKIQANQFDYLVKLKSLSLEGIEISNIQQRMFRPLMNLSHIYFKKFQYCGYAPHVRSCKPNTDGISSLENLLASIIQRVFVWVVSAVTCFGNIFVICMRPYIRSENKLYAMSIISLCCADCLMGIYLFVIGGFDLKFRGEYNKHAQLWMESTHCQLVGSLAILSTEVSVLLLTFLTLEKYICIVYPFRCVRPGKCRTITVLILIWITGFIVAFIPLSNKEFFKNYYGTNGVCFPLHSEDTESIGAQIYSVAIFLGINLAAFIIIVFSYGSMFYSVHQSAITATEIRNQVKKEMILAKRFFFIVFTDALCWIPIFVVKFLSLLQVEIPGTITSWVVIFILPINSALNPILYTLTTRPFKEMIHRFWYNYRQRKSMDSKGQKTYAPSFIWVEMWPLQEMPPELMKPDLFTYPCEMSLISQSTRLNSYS
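Agonist response is measured as cAMP accumulation in an RXFP1-transfected HEK293T line under PDE4 inhibition. Values are scaled between buffer-only and 29 nM porcine relaxin, and EC50s come from standard Hill equation fits.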
USP1 inh: USP1/UAF1 (human) deubiquitinase inhibition | Potency, µM (doses to about 57.1 µM), for the others: top-dose activity change, negative = inhibition, usual class: inhibitors | recombinant USP1/UAF1, Ub-Rhodamine cleavage fluorescence | actives 0.23% (n = 390,000) | O94782 | AID 743255; note: % is set by controls: 0 for no effect and ±100 for the full control effect; nearly all actives have a fitted effect of over 60% in size; inactives centre near -12
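Step one: compound is pinned into 1nM USP1/UAF1 in HEPES pH 7.8 buffer with TCEP. Step two: 15 min room-temperature incubation. Step three: Ub-Rho (150nM final) starts cleavage, tracked by fluorescence over six one-minute reads.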
TrxR1 substrate: is turned over as a substrate by rat TrxR1; AID 588456; Potency, µM (highest dose often 114 µM), for the others: at the top dose activity change, negative = substrate turnover; actives 0.01% (n = 390,000); purified TrxR1 substrate turnover, NADPH consumption readout; note: % is set by controls: 0 for no effect and ±100 for the full control effect; nearly all actives have a fitted effect of over 50% in size
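Rat TrxR1, dispensed at 90 nM, was prereduced with 400 uM NADPH (final) for 5 min at ~22 deg C, then incubated with compound 15 min before 400 uM selenite. A first-read NADPH fluorescence drop versus no-compound background flagged substrates.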
IDH1 R132H inh: inhibitors of human mutant IDH1 R132H. O75874. IDH1-R132H enzyme, NADPH consumption, diaphorase/resazurin fluorescence. Potency, µM (series often up to 76.6 µM), without a hit: at the highest dose activity change, negative = inhibition, actives largely listed as inhibitors. actives 0.093% (n = 390,000). AID 602179; note: % is set by controls: 0 for no effect and ±100 for the full control effect; nearly all actives have a fitted effect of over 65% in size
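IDH1-R132H (0.5 ug/mL) preincubated 30 min with compound, then NADPH (0.016 mM) and alpha-KG (2 mM) added; 80 min at RT, pH 7.5. Remaining NADPH coupled via diaphorase/resazurin to fluorescence (540/590 nm); concentration-response curves normalized to no-enzyme control.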
Vif-A3G inh: Vif-A3G binding inhibition. Q9HC16. HeLa A3G-eYFP + Vif (tagged APOBEC3G with the HIV-1 protein that degrades it), YFP fluorescence, overnight. Potency, µM (highest dose often 46.1 µM), inactives show at the highest dose activity, negative = active, usual class: inhibitors. actives 0.076% (n = 410,000). AID 602310;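 note: % is set by controls: 0 for no effect and ±100 for the full control effect; nearly all actives have a fitted effect of over 60% in size; hits raise eYFP signal because A3G escapes Vif-driven loss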
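Read-out is eYFP fluorescence (Ex 488/Em 500-530) from Vif-expressing HeLa A3G-eYFP cells; more signal means A3G escaped Vif-mediated degradation. Cells plated overnight, compound pinned in, incubated overnight at 37 deg C.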
rTrxR1 inhibitor: inhibitors of rat thioredoxin reductase 1; O89049; recombinant rTrxR1, NADPH fluorescence consumption, selenite substrate; Potency, µM (doses to about 114 µM), for inactives: at the highest dose activity change, negative = inhibition, usual class: inhibitors; actives 1% (n = 390,000); AID 588453; note: % is set by controls: 0 for no effect and ±100 for the full control effect; nearly all actives have a fitted effect of over 65% in size
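Rat TrxR1 (90 nM in the dispensed reagent) was pre-reduced with 400 uM NADPH for 5 min at room temperature, then incubated with compound for 15 min. After 400 uM selenite was added, NADPH fluorescence (Ex 340/Em 450 nm) was followed for 8 min.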
Vif-APOBEC3F blk: blocks the Vif interaction with APOBEC3F. actives 0.2% (n = 390,000). HeLa A3F-eYFP + Vif (tagged APOBEC3F with the HIV-1 protein that degrades it), YFP fluorescence increase. Potency, µM (series often up to 46.1 µM), inactives show at the top dose activity, negative = active. AID 602313; note: % of control where 0% means no effect; nearly all actives have a fitted effect of over 65% in size
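Fluorescence increase (Ex 488/Em 500-530) after overnight compound treatment at 37 deg C flags inhibition of Vif-driven A3F-eYFP loss in stable HeLa A3F-eYFP/Vif cells seeded overnight beforehand.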
ALOX12 inh: ALOX12 (human) lipoxygenase inhibition; P18054; Potency, µM (titrated, usually from 108 µM), inactives show top-dose activity change, negative = inhibition, actives largely listed as inhibitors; purified 12hLO, xylenol orange hydroperoxide absorbance; AID 1671190; actives 1.1% (n = 580,000); note: % is set by controls: 0 for no effect and ±100 for the full control effect
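Purified human 12hLO (150 nM final) in 25 mM Hepes, 0.01% Triton X-100, pH 7.0 was preincubated 15 min at room temperature with compound. Then 40 uM arachidonic acid was added, 30 min. Hydroperoxide was read by Fe-XO absorbance ratio 573/405 nm.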
An asterisk follows results filed as active; ? = inconclusive; · = not tested or not shown; & = joins results of further samples; [ ] = another dose, or the depositor's remark. Calls come from the whole dose curve; as a rule, active = well fitted curve in the direction sought with a large enough effect; inconclusive = small, poorly fitted or top-dose-only effect, or another doubt; inactive = no such curve, though single readings can be large; an effect the other way counts as inactive or inconclusive. Potency is the fitted concentration of half-maximal effect. An excerpt; rates above refer to the full screens.

Labels used below: A = RGS4 inh; B = RXFP1 ag; C = USP1 inh; D = TrxR1 substrate; E = IDH1 R132H inh; F = Vif-A3G inh; G = rTrxR1 inhibitor; H = Vif-APOBEC3F blk; I = ALOX12 inh
1) O=[N+]([O-])c1ccc(N2CCCCCC2)c2nonc12
  A = 20%	B = 2.5%	C = 28µM*	D = -17%	E = -10%	F = 15%	G = ?	H = ?	I = ?
2) CN1C(=O)NC(=O)C2(CCCC2)C1=O
  A = 16%	B = ·	C = -17%	D = 5%[2.29 µM]	E = 2%	F = 2%	G = 13%[2.29 µM]	H = 5%	I = 6%
3) CCOC(=O)c1c(C)n(Cc2ccccc2)c2ccc(O)cc12
  A = 19%	B = -1.7%	C = -6%	D = 12%[57.1 µM]	E = 4%	F = -7%	G = 41%[activator][57.1 µM]	H = -24%	I = ?
4) COC(=O)C1=C(c2ccccc2OCc2ccccc2)C[C@@H]2CC[C@H]1N2C(=O)NCCc1ccc(F)cc1
  A = 23%	B = 1.2%	C = -3%	D = 3%	E = 3%	F = 0%	G = 21%	H = 0%	I = 1%
5) CCOC(=O)[C@]12Cc3c(cc(OC)c(OC)c3OC)[C@H]1N(Cc1ccccc1)C(=O)c1ccccc12
  A = 17%	B = ·	C = 6%	D = 5%[57.1 µM]	E = ?	F = -9%&-3%	G = 11%[57.1 µM]	H = -4%	I = -6%
6) O=C(c1cccnc1)c1cc2ccccc2[nH]1
  A = -3%	B = 1.9%	C = -16%	D = -17%	E = 2%	F = -7%	G = -18%	H = 0%	I = 9%
7) Cc1ccccc1C(=O)NC(Oc1ccccc1)C(Cl)(Cl)Cl (stereo unspecified)
  A = -9%	B = 7.4%	C = -19%	D = 6%[57.1 µM]	E = 0%	F = 0%	G = -5%[57.1 µM]	H = -19%	I = -3%
8) NC(=O)c1ccc(N)nc1
  A = 4%	B = ·	C = -7%	D = 3%	E = -6%	F = -1%	G = 16%	H = 1%	I = 28%
9) O=C(Nc1ccc(F)c(Cl)c1)N(Cc1ccc2c(c1)OCO2)C1CCN(Cc2ccccc2)CC1
  A = -4%	B = -0.3%	C = ?	D = 0%	E = -7%	F = -2%	G = 24%	H = -10%	I = 2%
10) c1ccc(C2CC3CC(c4ccco4)N2O3)cc1 (stereo unspecified)
  A = 19%	B = -0.6%	C = -16%	D = -11%	E = 6%	F = 0%	G = ?	H = ·	I = -20%
11) C=C(C)Cn1c(=O)n(CC2CS2)c2ccccc21 (stereo unspecified)
  A = -14%	B = 4.8%	C = -21%	D = 5%	E = 0%	F = -3%	G = 4%	H = -10%	I = 1%
12) COC(=O)N(c1ccccc1)P1(=S)OCCO1
  A = ?	B = -1.1%	C = -16%	D = 23%[57.1 µM]	E = 6%	F = 1%	G = 16%[57.1 µM]	H = -5%	I = -1%
13) Cc1ccc(N=Cc2c(O)n(C)c(=O)n(C)c2=O)cc1
  A = -20%	B = 9.8%	C = -22%	D = -6%	E = -8%	F = -5%	G = 5%	H = -1%	I = 6%
14) BrCCc1ccccc1
  A = -20%	B = -1.2%	C = -21%	D = -1%	E = -1%	F = 1%	G = 9%	H = 4%	I = -2%
15) Cc1c(NS(=O)(=O)c2ccccc2)ccc([N+](=O)[O-])c1Cl
  A = -12%	B = ·	C = -7%	D = 1%[57.1 µM]	E = -6%	F = -23%	G = 5%[57.1 µM]	H = 6%	I = -12%
16) COc1ccc(NP(=O)(Oc2ccc(Cl)cc2)Oc2ccc(Cl)cc2)cc1OC
  A = -20%	B = -0.3%	C = -15%	D = -4%	E = 12%	F = -7%	G = 2%	H = 0%	I = -19%
17) C=CCSc1nc2c(c(-c3ccsc3)c1C#N)CN(C)CC2
  A = -11%	B = 3.4%	C = 7%	D = -11%[57.1 µM]	E = 0%	F = -3%	G = ?	H = ?	I = 51%
18) Cc1cc(C)c(Cn2c3ccccc3c3cnn(CC(=O)NCc4ccc(Cl)cc4)c(=O)c32)c(C)c1
  A = 13%	B = -0.4%	C = ?	D = 1%	E = -10%	F = -19%	G = -2%	H = -11%	I = -28%
19) O=C1CN(C(=O)COC(=O)Cc2ccccc2)c2ccccc2N1
  A = -66%[56.9 µM]	B = 0.3%	C = -15%	D = 4%	E = 8%	F = 2%	G = 18%	H = -5%	I = 2%
20) CCOC(=O)C(O)(c1ccc(N=c2ccccn2C)cc1)C(F)(F)F (stereo unspecified)
  A = -30%	B = 5.4%	C = -9%	D = -18%[57.1 µM]	E = 8%	F = 0%	G = 11%[57.1 µM]	H = 8%	I = ?
21) CN1CCC2(CC1)C(C#N)=C(N)NC(S)=C2C#N
  A = ?	B = 2.4%&-2.4%	C = ?	D = 5%&-1%	E = 5%&16%	F = ?	G = ?	H = ?	I = -17%&-9%
22) CN1C(=O)N(C)C(=O)C(NS(=O)(=O)c2ccc(N)cc2)(c2ccccc2)C1=O
  A = -10%	B = ·	C = -11%	D = 0%	E = 1%	F = -1%	G = 2%	H = -5%	I = -5%
23) O=C(NCc1c(-n2cccc2)sc2c1CCCC2)Nc1cccc(C(F)(F)F)c1
  A = -5%	B = -2.8%	C = -10%	D = -2%	E = -6%	F = -11%	G = 10%	H = ?	I = -22%
24) Cc1ccc(Cl)cc1NC(=O)N(Cc1ccc2c(c1)OCO2)C1CCN(Cc2ccccc2)CC1
  A = -12%	B = -0.3%	C = -4%	D = -9%	E = 0%	F = 6%	G = 5%	H = 3%	I = 1%
25) COC(=O)C1=C(c2c(C)noc2C)C[C@@H]2CC[C@H]1N2C(=O)NCCOc1ccccc1
  A = 1%	B = 0.3%	C = -26%	D = 9%[57.1 µM]	E = -5%	F = -2%	G = 19%[57.1 µM]	H = 2%	I = -6%
26) c1cncc(CNCCc2c[nH]c3ccccc23)c1
  A = 2%	B = -1.0%	C = -23%	D = 2%	E = 13%	F = 6%	G = 13%	H = 1%	I = -7%
27) COC(=O)C1=C(c2ccc(F)cc2F)C[C@@H]2CC[C@H]1N2C(=O)N1CCCC1
  A = -1%	B = 0.1%	C = -25%	D = 7%[57.1 µM]	E = 0%	F = -3%	G = 7%[57.1 µM]	H = 0%	I = -3%
28) COc1ccc(CC(=O)Nc2cc(Cl)ccc2C(=O)O)cc1
  A = -2%	B = 3.7%	C = -20%	D = 10%	E = -4%	F = -1%	G = 37%[activator]	H = 3%	I = -13%
29) Nc1ccc2ccc3cccc[n+]3c2c1
  A = 3%[56.9 µM]	B = ?	C = 28µM*	D = -17%	E = 10%	F = 13%	G = 71µM*	H = ?	I = ?
30) N#Cc1ccccc1OCC(=O)N1CCN(CC(=O)Nc2ccc(F)cc2)CC1
  A = -20%	B = -0.2%	C = -16%	D = -1%[57.1 µM]	E = 4%	F = -7%	G = -4%	H = 2%	I = 15%
31) CCOc1cc2c(cc1OCC)-n1cccc1C(c1ccc(OC(F)F)cc1)NC2 (stereo unspecified)
  A = 7%	B = 0.0%	C = -9%	D = 1%	E = 1%	F = 0%	G = 12%	H = -28%	I = 6%
32) C[C@]1(O)CC[C@H]2[C@@H]3CCC4=CC(=O)CC[C@]4(C)[C@@]3(F)[C@@H](O)C[C@@]21C
  A = 4%	B = ·	C = -25%	D = 9%	E = 2%	F = -3%	G = 25%	H = -1%	I = 0%
33) COC(=O)C1=C(c2ccc3ccccc3c2)C[C@@H]2CC[C@H]1N2C(=O)NCc1ccc(F)cc1
  A = 8%	B = -1.2%	C = ?	D = -7%	E = 2%	F = -15%	G = 13%	H = 0%	I = -11%
34) CCC1C(c2cc(OC)c(OC)c(OC)c2)c2cc3c(cc2OC1N1CCCC1)OCO3 (stereo unspecified)
  A = 10%	B = ·	C = -5%	D = 7%[11.4 µM]	E = 1%	F = ?	G = 7%[11.4 µM]	H = -13%	I = ?
35) O=C(CF)NC(NC(=S)Nc1cccc([N+](=O)[O-])c1)C(Cl)(Cl)Cl (stereo unspecified)
  A = 4%[11.4 µM]	B = -2.1%	C = -14%	D = -3%	E = -6%	F = 0%	G = ?	H = 5%	I = ?
